Assay outcomes (PubChem)
PKA-R1A act – activates the PKA-R1A holoenzyme complex | 340,000 tested, 0.083% active | AID 504707 | P00514+P68181 | activation, % at 11.4 µM | PKA-R1A dissociation, Cy5-IP20 fluorescence polarization; scaled: DMSO 0%, 113 µM cGMP 100%;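 active means percent activation above the mean of all tested compounds plus 3 SD, cut at about 19% in these data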;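 further: higher means more PKAc released from R1A so a rise in polarization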
Pemphigus Ab inh – blocks pemphigus antibody binding to human desmoglein-3; P32926; DSG3-coupled beads, scFv-anti-DSG3-GFP binding, flow cytometry; active compounds read low; binding (percent of control), % at 10 µM; 310,000 tested, 0.48% active; AID 588358;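 active means binding more than 3 SD below its plate's average and above zero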;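 further: hits lower antibody fragment binding to DSG3; some compounds called inactive have numbers as strong as hits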
MOR-DOR inv ag – inverse agonist of human OPRM1-OPRD1 heterodimerization. inhibition, % at 9.3 µM. 340,000 tested, 0.21% active. cell-based MOR-DOR heterodimer luminescence, inverse agonism. P35372+P41143; in the data active means inhibition above about 22%, passing the limit was not always enough;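 further: 0% = cells with DMSO and 100% = wells without cells with DMSO; values of inactives mirror those of a sister screen read the other way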
Ecoli viability – reduces bacterial viability in AddAB counter-screen; E. coli V3065 growth, OD600 absorbance, 18 h; inhibition, % at 11.9 µM; 330,000 tested, 0.27% active;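 active means inhibition above the campaign's mean inhibition across all tested compounds plus 3 SD, cut at about 9.9% in these data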;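 further: uninfected addAB+ strain grown without phage in ampicillin broth; 0% = DMSO wells and 100% = ciprofloxacin 0.95 µg/ml wells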
AddAB inh – less growth of phage-infected E. coli with AddAB; 330,000 tested, 0.29% active; AID 435030; E. coli expressing H. pylori AddAB, absorbance growth; inhibition, % at 11.9 µM; in the data active means inhibition above about 12%;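 further: 0% = vehicle wells of infected cells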
HTR5A inv ctr – inverse agonist of human HTR5A in OPRM1-OPRD1 counter-screen; 340,000 tested, 0.083% active; P47898; inhibition, % at 9.3 µM; HTR5A cell line, luminescence, inverse agonism; in the data active means inhibition mostly above about 23%, no sharp cut-off; inactive means mostly below about 18%;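 further: 0% = cells with DMSO and 100% = no-cell wells with DMSO; some compounds called inactive have numbers as strong as hits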
Target sequence (P47898 whole entry, looked up): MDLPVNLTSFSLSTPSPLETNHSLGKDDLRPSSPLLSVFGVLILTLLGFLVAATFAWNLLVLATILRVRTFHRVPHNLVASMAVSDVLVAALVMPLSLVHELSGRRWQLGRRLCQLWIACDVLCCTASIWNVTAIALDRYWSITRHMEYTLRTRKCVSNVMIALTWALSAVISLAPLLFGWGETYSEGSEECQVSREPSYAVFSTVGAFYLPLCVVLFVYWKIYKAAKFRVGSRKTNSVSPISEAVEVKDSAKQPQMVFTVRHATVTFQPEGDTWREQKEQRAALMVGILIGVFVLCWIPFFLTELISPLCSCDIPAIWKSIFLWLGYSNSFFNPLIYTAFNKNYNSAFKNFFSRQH
phage Ecoli inh – E. coli growth loss with phage present; growth absorbance; inhibition, % at 11.9 µM; 360,000 tested, 0.26% active; in the data active means inhibition above about 11%
SUMO Mot1 rescue – blocks SUMOylation pathway, rescuing yeast Mot1-301 growth; S. cerevisiae Mot1-301 growth rescue, ATP luminescence, 38.5C; percent above DMSO median, 100 means doubled; growth rescue, % at 18.8 µM; 320,000 tested, 1% active; AID 2716;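 active means every valid replicate shows activation above 250% relative to neutral control wells; inactive means the rest, any valid replicate at or below 250%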;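 further: OY570 slx delta 5 strain wells were the positive control but not used for scaling; some compounds called inactive have numbers as strong as hits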
PfHsp90 yeast 2 – inhibits growth of yeast expressing Plasmodium falciparum Hsp90; S. cerevisiae expressing PfHsp90, BacTiter-Glo ATP, 48 h; yeast lacking PDR1 and PDR3 efflux regulators; inhibition, % at 9.4 µM; 310,000 tested, 0.32% active; AID 504621;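 active means every replicate shows inhibition above about 80%, whatever the replicate mean, limit read from the data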;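 further: 0% = DMSO neutral controls and 100% = 20 µM radicicol positive controls; yeast relying on Plasmodium falciparum Hsp90 in place of its own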
HTR5A ag ctr – HTR5A agonism, opioid heterodimer counter-screen; AID 504692; 340,000 tested, 0.61% active; HTR5A agonist assay, luminescence, cell-based; activation, % at 9.3 µM; P47898; in the data active means activation mostly above about 9.5%, no sharp cut-off; inactive means mostly below about 7.6%;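 further: 0% = cells with vehicle only and 100% = reference agonist; strong numbers were not always called active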
OPRM1-OPRD1 ag – agonists of human mu-delta opioid receptor heterodimerization; P35372+P41143; AID 504326; cells, OPRM1-OPRD1 heterodimerization, luminescence; 340,000 tested, 0.3% active; activation, % at 9.3 µM; in the data active means activation above about 18%;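 further: 0% = vehicle-treated cells and 100% = reference agonist; values of inactives mirror those of a sister screen read the other way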
Numbers without * were called inactive; x = no result given; + = active, no number.

canonical_smiles	PKA-R1A act	Pemphigus Ab inh	MOR-DOR inv ag	Ecoli viability	AddAB inh	HTR5A inv ctr	phage Ecoli inh	SUMO Mot1 rescue	PfHsp90 yeast 2	HTR5A ag ctr	OPRM1-OPRD1 ag
CNc1nnc(SCC(=O)N2c3ccccc3NC(=O)CC2C)s1 (centres undefined)	2	102	17	3.0	0.7	9	1.7	8	-3	-4	-4.2
CC(C)(C)c1n[nH]c2c1CCCC2	6	102	8	-2.1	1.8	5	3.4	12	-3	3	-1.1
Cc1cc(C)n2cc(CSc3ccc(Cl)cc3)nc2n1	-6	116	12	-2.0	0.6	-18	3.1	1	5	-5	-2.3
CCn1c(=O)c2c(nc(SCC(=O)N3CCC(C)CC3)n2C)n(C)c1=O	0	93	14	-3.7	1.2	2	2.6	-3	-11	-5	-2.3
O=C1NC(=Nc2ccccc2)S/C1=C\c1cccnc1	-1	111	20	-1.0	0.5	14	1.6	-6	-1	-2	-3.7
CCCCc1ccc(NC(=O)CSc2nc(=O)n3cc(C)ccc3n2)cc1	-5	96	-34	3.0	2.6	-35	4.3	12	-12	13	5.0
C[C@@H]1CN([C@@H](C)CO)C(=O)c2cccc(NC(=O)Nc3ccc4c(c3)OCO4)c2O[C@H]1CN(C)S(=O)(=O)c1cn(C)cn1	-2	102	8	1.8	1.9	-25	3.6	70	9	-1	-1.4
CC(C)(C)NC(=O)C(c1ccco1)N(Cc1ccc2c(c1)OCO2)C(=O)c1snc(C(N)=O)c1N (centres undefined)	3	99	-1	-2.3	0.2	-3	-0.9	-12	-4	-6	0.3
CCn1cc(C(=O)N[C@@H](CCSC)C(=O)NCCN2CCOCC2)c(=O)c2cc3c(cc21)OCO3	-20	100	17	1.3	3.9	-12	0.0	128	10	1	-3.5
COc1cc(CN(C)CC2CCCN(CCc3ccc(F)cc3)C2)c(Cl)cc1O (centres undefined)	-1	112	-2	-1.3	0.2	-9	-1.9	-19	-30	2	0.3
CCOC(=O)/C=C1\SCC(=O)N1Cc1ccc(Br)cc1	-4	102	7	0.8	1.1	-13	-0.8	-5	x	1	-1.3
COc1cccc(C(=O)OCC(=O)Nc2nnc(-c3ccccc3)o2)c1	4	102	-5	-6.2	-6.0	8	-5.5	8	x	1	0.7
COc1ccc(NC(=O)c2cc([N+](=O)[O-])nn2Cc2ccccc2)c(C)c1	-11	105	10	-0.3	4.0	-8	0.8	31	-37	1	-2.2
COc1ccc(N(C(=O)c2ccc(Br)o2)C2C=CS(=O)(=O)C2)c(OC)c1 (centres undefined)	2	83	9	0.4	4.3	7	3.7	25	-20	-3	-1.3
COc1ccc(-c2[nH]ncc2CN(Cc2nccn2C)C(C)C)c(F)c1	-9	94	-2	-0.3	0.5	7	2.0	0	-20	-2	0.3
COc1ccc(/C=C/C(=O)Nc2ccccc2)cc1S(=O)(=O)N1CCOCC1	-6	95	-2	1.5	4.2	3	0.1	2	27	6	0.3
CC1(C)C(=O)Nc2ccccc2N1C(=O)COC(=O)c1cccs1	2	131	14	0.6	-0.6	-14	1.5	-2	-7	4	-2.7
Nc1c([N+](=O)[O-])cc(-c2cnc[nH]2)cc1[N+](=O)[O-]	-3	97	-23	1.4	4.6	-21	3.7	4	-13	2	4.3
COc1ccc(C(=O)NCc2nnc(SC)n2Cc2ccccc2)cc1	-4	110	5	-1.4	-0.5	-9	1.5	-6	6	3	-1.0
O=C(NCCCN1CCN(c2cccc(Cl)c2)CC1)C1CCC(=O)N1Cc1ccccc1Cl (centres undefined)	-14	106	-17	x	x	-13	1.3	x	-6	1	2.8
COc1ccccc1-n1c(SCC(=O)N2CCOCC2)nc(O)c(Cc2ccccc2)c1=O	11	103	-16	-4.7	-0.2	-31	4.0	-11	-33	2	2.7
COc1ccc(NC(=O)N(C)C[C@H]2Oc3c(NS(=O)(=O)c4cccs4)cccc3C(=O)N([C@H](C)CO)C[C@@H]2C)cc1	4	105	3	1.5	1.2	-15	4.2	-3	-4	1	-0.4
O=C(O)CSc1nnc(COc2cccc3cccnc23)n1-c1ccc(Cl)cc1	-14	95	10	1.3	3.4	-5	0.1	163	1	2	-1.8
CN(C)C(=O)c1c2c(nc3ccccc13)CCCC2	6	110	-1	2.8	6.6	8	-2.5	+	x	-1	0.2

Complete entries, looked up by structure. Order of values: PKA-R1A act, Pemphigus Ab inh, MOR-DOR inv ag, Ecoli viability, AddAB inh, HTR5A inv ctr, phage Ecoli inh, SUMO Mot1 rescue, PfHsp90 yeast 2, HTR5A ag ctr, OPRM1-OPRD1 ag
O=C(O)CSc1nnc(COc2cccc3cccnc23)n1-c1ccc(Cl)cc1 as listed: -14, 95, 10, 1.3, 3.4, -5, 0.1, 163, 1, 2, -1.8
COc1ccccc1-n1c(SCC(=O)N2CCOCC2)nc(O)c(Cc2ccccc2)c1=O as listed: 11, 103, -16, -4.7, -0.2, -31, 4.0, -11, -33, 2, 2.7
CN(C)C(=O)c1c2c(nc3ccccc13)CCCC2 as listed: 6, 110, -1, 2.8, 6.6, 8, -2.5, +, x, -1, 0.2

The list continues:
canonical_smiles	PKA-R1A act	Pemphigus Ab inh	MOR-DOR inv ag	Ecoli viability	AddAB inh	HTR5A inv ctr	phage Ecoli inh	SUMO Mot1 rescue	PfHsp90 yeast 2	HTR5A ag ctr	OPRM1-OPRD1 ag
CCN1C(=O)N(c2cccc3ccccc23)C(C)=CC1(C)C	-6	96	5	0.7	2.6	-2	1.7	-6	15	1	-0.9
CCOc1cc(C(=O)OC(C(=O)NC(=O)NC)c2ccccc2)ccc1OCC(=O)N1CCOCC1 (centres undefined)	4	92	17	1.9	1.2	18	1.6	39	8	-5	-3.9
Cc1ccc(NC(=S)N(Cc2ccc(Cl)cc2)Cc2ccc(C(=O)O)cc2)cc1Cl	-1	98	3	1.9	1.2	2	3.8	-9	31	-1	-0.5
CCOC(=O)/C(C#N)=C/c1cn(CCC(=O)O)nc1-c1ccc(F)cc1	-5	105	4	-0.2	3.2	-27	2.4	-8	-1	-3	-0.6
CCOC(=O)C1CCN(C(=O)CCc2nnc3ccc(NCCCN4CCCC4=O)nn23)CC1	9	x	10	-3.1	-0.3	-10	-0.7	-8	-22	4	-2.0
CNC(=O)NC(=O)C(C)OC(=O)CCCSc1nc2ccccc2s1 (centres undefined)	0	110	15	0.7	-1.1	-4	3.2	-13	12	0	-3.0
COc1ccc2nc(Nc3nc(CSc4nc5ccccc5[nH]4)cc(=O)[nH]3)nc(C)c2c1	12	100	-5	-0.7	4.3	9	3.0	-6	-44	2	0.9
CSc1nc2ccccc2n1CC(=O)Nc1c(C)n(C)n(-c2ccccc2)c1=O	1	81	x	-2.2	1.5	x	0.3	-16	17	x	x
COc1cc(/C=N/NC(=O)C[n+]2ccccc2)cc(OC)c1OC(C)=O	5	x	5	1.4	0.9	10	-1.7	1	11	-4	-1.1
CCOC(=O)/C(C#N)=C/c1c(OCC)n(CC)c2ccccc12	1	118	5	-0.3	-0.5	-6	1.0	9	-4	6	-0.9
COc1ccc(/C=N/NC(=O)c2ccn[nH]2)cc1COc1ccc(Cl)cc1	-10	x	2	3.3	3.9	-15	1.7	1	1	0	-0.4
CCOc1ccc(Nc2nc(N)nc(CN(C)C3CCCCC3)n2)cc1	-5	122	11	-3.3	-1.9	-19	1.7	-10	-8	-3	-2.1
O=C(CN1CCN(S(=O)(=O)c2ccccc2)CC1)NCc1ccccc1	4	101	5	2.7	1.6	-53	1.4	18	0	0	-0.7
N#CCSc1nnc(-c2ccc3c(c2)OCO3)o1	-5	103	10	-1.7	4.8	25*	2.1	344	-11	-10	-1.8
Cc1onc(-c2ccccc2)c1C(=O)Nc1nc(-c2ccc(F)c(F)c2)cs1	-6	100	-25	-0.7	2.5	5	-0.9	9	22	2	4.7
CC(C)(C)C1CCc2c(sc(NC(=O)C3CC=CCC3C(=O)O)c2C#N)C1 (centres undefined)	-14	102	0	-1.1	4.6	-10	2.8	-2	-22	3	0.0

Next part:
Every second line gives: PKA-R1A act | Pemphigus Ab inh | MOR-DOR inv ag | Ecoli viability | AddAB inh | HTR5A inv ctr | phage Ecoli inh | SUMO Mot1 rescue | PfHsp90 yeast 2 | HTR5A ag ctr | OPRM1-OPRD1 ag
CC(NCCCOc1cccc2ccccc12)c1ccccc1 (centres undefined)
    -7 | 110 | -68 | 2.3 | 0.2 | -58 | 2.4 | 6 | 21 | 15* | 14
O=C(CCCN1C(=O)NC2(CCCC2)C1=O)Nc1cccc(S(=O)(=O)N2CCOCC2)c1
    -15 | 94 | 18 | x | x | 26 | 2.1 | x | -7 | -11 | -3.5
Cc1ccc(-c2cc(-c3ccccc3)nc(N)c2C#N)o1
    -4 | 97 | -9 | -0.3 | -0.3 | 1 | 0.7 | -5 | -10 | 0 | 1.7
CCOC(=O)c1ccc(N/N=C/c2cc(Br)cc([N+](=O)[O-])c2O)cc1
    -17 | 104 | 20 | -1.7 | 2.7 | 4 | 1.8 | -11 | 10 | -2 | -3.8
Cc1cc2oc(=O)cc(CN(C)Cc3cccc(F)c3)c2cc1Cl
    -9 | 100 | -19 | 2.0 | -0.6 | -3 | 0.5 | -3 | -4 | 1 | 3.3
CCC(C)N(C(=O)Cn1c(=O)cnc2ccccc21)C1CCS(=O)(=O)C1 (centres undefined)
    -7 | 102 | 7 | -0.2 | -2.6 | 5 | 3.9 | -9 | x | -1 | -1.1
O=C(OCc1ccccc1)/C(=C/c1cccc([N+](=O)[O-])c1)NC(=O)c1ccco1
    -3 | 114 | 3 | -0.5 | 0.3 | -9 | 0.9 | 9 | 5 | 4 | -0.7
CCN1CCN(c2nc(S(=O)(=O)c3ccc(C)cc3)c(Cl)s2)CC1
    -1 | 89 | 10 | -1.1 | 4.8 | -19 | 3.8 | 102 | 30 | -8 | -1.9
CCC1(CC)NC(=O)N(CC(=O)Nc2ccc(S(=O)(=O)N3CCOCC3)cc2)C1=O
    -16 | 95 | 17 | 1.8 | 3.2 | -16 | 0.2 | 14 | 12 | 3 | -3.2
CCC(OC(=O)c1ccco1)C(=O)NC1CCCC1 (centres undefined)
    9 | x | -3 | 1.3 | 4.1 | 2 | -0.1 | 79 | -16 | -7 | 0.5
CC(C)NC(=O)CC1C(=O)NCCN1CC(c1ccccc1)c1ccccc1 (centres undefined)
    1 | 107 | 7 | 0.8 | 3.1 | -7 | 5.1 | -22 | 18 | 1 | -1.5
